Screens from PubChem.
Bcl-B Bim block: inhibitors of Bim-Bcl-B interaction, human. 190,000 tested, 0.073% active. inhibition, % at 10 µM. AID 951. bead-based flow cytometry, Bim peptide-Bcl-B binding;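 further: 0% = tracer peptide without compound and 100% = reference inhibitor peptide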
Target sequence (Q9HD36 whole entry, looked up): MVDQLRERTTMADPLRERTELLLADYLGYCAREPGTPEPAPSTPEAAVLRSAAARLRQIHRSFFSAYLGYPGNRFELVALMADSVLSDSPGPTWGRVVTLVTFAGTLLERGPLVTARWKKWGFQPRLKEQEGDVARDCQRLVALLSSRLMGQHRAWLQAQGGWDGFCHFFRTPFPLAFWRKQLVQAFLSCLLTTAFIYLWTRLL
Bcl-W Bim block: disrupts Bim peptide binding to human Bcl-W | Q92843 | bead-based flow cytometry | inhibition, % at 10 µM | 190,000 tested, 0.02% active | AID 952;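 further: 0% = bound tracer without compound and 100% = peptide blocker; higher means less fluorescent Bim peptide bound to Bcl-W beads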
Target sequence (Q92843 whole entry, looked up): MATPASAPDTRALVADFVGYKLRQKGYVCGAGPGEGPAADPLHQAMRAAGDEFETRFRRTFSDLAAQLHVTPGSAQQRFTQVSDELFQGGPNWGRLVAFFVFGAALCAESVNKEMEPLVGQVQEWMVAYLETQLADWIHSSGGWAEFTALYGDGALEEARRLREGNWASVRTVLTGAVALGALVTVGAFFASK
Bim-Bfl-1: disrupts Bim binding to human Bfl-1; Bead-based flow cytometry, Bim-Bfl-1 binding inhibition; inhibition, % at 10 µM; Q16548; 190,000 tested, 0.12% active;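 further: 0% = wells without compound plus tracer and 100% = blocker peptide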
Rab7 wt modul: modulators of GTP binding to dog Rab7 wildtype GTPase; GST-Rab7 beads, fluorescent GTP binding, flow cytometry; actives lie on both sides; untreated = 100%, excess cold GTP = 0%; AID 758; GTP binding activity (percent of control), % at 10 µM; 190,000 tested, 0.055% active;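 active means fluorescent GTP binding to Rab7 beads changed by at least 20 points from the 100% baseline, either direction, mostly lower; inconclusive means compound itself probably fluorescent, or too few beads counted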;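 further: median green fluorescence of bound Bodipy-FL-GTP per Rab7 bead population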
Cdc42 wt: changes GTP binding to wildtype human Cdc42 | GST-Cdc42 beads, Bodipy-GTP binding, flow cytometry; actives lie on both sides | percent activity (GTP binding), % at 10 µM | 190,000 tested, 0.2% active | AID 761;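 active means percent activity GTP binding at least 20 points away from the 100% baseline, either down as inhibitor or up as activator; inconclusive means compound flagged as likely green fluorescent from well-wide comparison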;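 further: median bead fluorescence of bound Bodipy-FL-GTP at 100 nM; 0% = excess unlabeled GTP control and 100% = no compound control; below 100% means less GTP binding so inhibitor and above means activator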
Target sequence (P60953 whole entry, looked up): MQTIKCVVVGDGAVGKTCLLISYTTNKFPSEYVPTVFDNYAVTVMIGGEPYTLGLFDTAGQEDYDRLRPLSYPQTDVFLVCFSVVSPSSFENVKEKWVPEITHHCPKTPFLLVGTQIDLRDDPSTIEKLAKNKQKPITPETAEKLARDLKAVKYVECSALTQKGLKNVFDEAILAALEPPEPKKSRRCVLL
HRas wt GTP: changes GTP binding to wildtype human HRas; P01112; GST-Ras wt beads, Bodipy-FL-GTP binding, flow cytometry; actives lie on both sides; GTP binding activity, % at 10 µM; 190,000 tested, 0.14% active; AID 759;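 active means GTP binding activity at least 20% away from the 100% baseline, either lowered as inhibitor or raised as activator; inconclusive means flagged as likely green fluorescent, judged across all proteins in the well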;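 further: 0% = unlabeled GTP competition control and 100% = no-compound control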
Target sequence (P01112 whole entry, looked up): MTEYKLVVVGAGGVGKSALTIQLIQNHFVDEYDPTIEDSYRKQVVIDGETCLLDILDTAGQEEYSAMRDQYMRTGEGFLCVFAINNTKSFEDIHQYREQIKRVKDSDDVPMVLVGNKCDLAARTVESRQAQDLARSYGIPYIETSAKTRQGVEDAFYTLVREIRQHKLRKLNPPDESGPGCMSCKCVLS
Bcl-2 Bim block: human Bim-Bcl-2 interaction inhibition | P10415 | Bead-based flow cytometry, Bim peptide-Bcl-2 binding | inhibition, % at 10 µM | 190,000 tested, 0.06% active; in the data active means inhibition above about 40%; inconclusive means no clear call, values can overlap the other calls;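 further: 0% = no compound wells with probe peptide and 100% = reference peptide inhibitor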
Rac1 wt modul: human Rac1 wildtype GTP binding, inhibitors and activators; GST-Rac1 beads, fluorescent GTP binding, flow cytometry; actives lie on both sides; 0 = cold GTP competed, 100 = untreated; 190,000 tested, 0.27% active; AID 757; GTP binding activity (% of control), % at 10 µM;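 active means GTP binding activity at least 20 points away from the 100% control level, either lower or higher; inconclusive means compound flagged as likely green fluorescent, judged across all proteins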
Rac1 mut GTP: human Rac1 activated mutant GTP binding change; P63000; GST-Rac1 activated beads, fluorescent GTP binding, flow cytometry; actives lie on both sides; 100% means binding = to untreated wells; percent activity (GTP binding), % at 10 µM; 190,000 tested, 0.11% active; AID 764;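 active means GTP binding at least 20 percentage points away from the 100% baseline, in either direction, so actives lie on both sides; inconclusive means Compound likely fluorescent itself, or too few beads counted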
Rab2 wt GTP: changes GTP binding to wildtype dog Rab2A, up or down | 190,000 tested, 0.19% active | GTP binding activity, % at 10 µM | P61105 | GST-Rab2 wt beads, Bodipy-GTP binding, flow cytometry;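 active means GTP binding activity at least 20 points away from 100%, either lowered or raised; inconclusive means signal likely due to the compound's own green fluorescence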;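 further: 0% = beads with excess unlabeled GTP and 100% = no-compound control corrected for plate trend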
Bim-Bcl-XL: disrupts Bim peptide binding to human Bcl-XL; Q07817; bead flow cytometry, fluorescence; inhibition, % at 10 µM; AID 1007; 190,000 tested, 0.04% active
Target sequence (Q07817 whole entry, looked up): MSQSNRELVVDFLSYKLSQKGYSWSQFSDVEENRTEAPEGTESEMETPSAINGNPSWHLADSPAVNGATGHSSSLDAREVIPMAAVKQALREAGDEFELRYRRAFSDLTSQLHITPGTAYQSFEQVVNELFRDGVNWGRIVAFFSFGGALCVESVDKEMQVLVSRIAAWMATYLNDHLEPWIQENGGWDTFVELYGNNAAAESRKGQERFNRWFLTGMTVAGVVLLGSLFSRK
An asterisk follows results filed as active; ? = inconclusive. Unless noted, no stated cut-off is given here; in the data, active means inhibition above about 40%.

Each structure is followed by: Bcl-B Bim block	Bcl-W Bim block	Bim-Bfl-1	Rab7 wt modul	Cdc42 wt	HRas wt GTP	Bcl-2 Bim block	Rac1 wt modul	Rac1 mut GTP	Rab2 wt GTP	Bim-Bcl-XL
- Cc1cc(NC(=S)N(Cc2ccc(Cl)cc2)Cc2ccc(C(=O)O)cc2)ccc1Cl
 : -17.0	-12.0	-1.0	106.0	98.0	98.0	-5.0	106.0	96.0	99.0	-9.0
- CSc1ccccc1NC(=O)CCc1ccccc1
 : 0.0	0.0	-5.0	103.0	102.0	98.0	-1.0	97.0	95.0	97.0	0.0
- CCOC(=O)c1c(NC(=O)CN2CCCc3ccccc32)sc(C)c1C
 : -16.0	-10.0	-15.0	100.0	97.0	99.0	-13.0	103.0	98.0	98.0	-11.0
- Cc1ccccc1NC(=O)CN1C(=O)NC(C)(CCc2ccccc2)C1=O (stereo not given)
 : 1.0	2.0	-5.0	103.0	96.0	97.0	1.0	101.0	97.0	98.0	0.0
- CCN1CCN(C(=O)CSc2nc(N)cc(N)n2)CC1
 : 2.0	3.0	-1.0	?	?	?	5.0	?	?	?	2.0
- CC1CN(C(=O)C2(C)CC2(Br)Br)CC(C)O1 (stereo not given)
 : -2.0	-2.0	0.0	103.0	103.0	103.0	-1.0	105.0	103.0	101.0	-3.0
- O=C(COc1nncc2ccccc12)Nc1ccc(F)c(F)c1
 : 1.0	2.0	-5.0	95.0	94.0	94.0	2.0	95.0	92.0	96.0	-1.0
- CCOc1ccc2oc(C(=O)NC(C)(C)CC)c(C)c2c1
 : -1.0	-2.0	-6.0	97.0	93.0	96.0	0.0	98.0	97.0	94.0	0.0
- CCCN(CCC)CCCOC(=O)c1ccc(Cl)cc1Cl
 : -4.0	3.0	-10.0	98.0	98.0	97.0	-1.0	102.0	97.0	100.0	-7.0
- CCOc1ccc(-c2csc(NNC3=NCCCCC3)n2)cc1
 : -8.0	0.0	6.0	97.0	96.0	96.0	2.0	100.0	94.0	96.0	-4.0
- C/C(=C\c1ccccc1)C(=O)NCCc1ccccc1
 : -3.0	-3.0	-4.0	100.0	94.0	98.0	-3.0	101.0	95.0	96.0	-3.0
- CC(=O)N1CCc2cc(S(=O)(=O)NC(Cc3ccccc3)C(=O)NC3CCCCCC3)ccc21 (stereo not given)
 : -8.0	0.0	-12.0	99.0	103.0	100.0	-9.0	104.0	100.0	101.0	-6.0
- CCOC(=O)c1cc(-c2ccc(F)cc2)n(CC(=O)NC(C)CC)c1C (stereo not given)
 : 1.0	-2.0	4.0	95.0	97.0	98.0	2.0	95.0	96.0	100.0	-1.0
- CC/C(=N\NC(=O)CCC(=O)NCc1ccccc1)c1ccc(O)cc1
 : -4.0	-3.0	-6.0	102.0	95.0	99.0	-5.0	102.0	96.0	100.0	-2.0
- COc1ccccc1/C=N/NC(=O)C(=O)NCc1cccnc1
 : -4.0	-4.0	-7.0	98.0	99.0	98.0	-5.0	99.0	95.0	96.0	-2.0
- COc1cccc(C2NC(=O)NC(C)=C2C(=O)Nc2ccc(C)cc2)c1OC (stereo not given)
 : 1.0	0.0	0.0	98.0	98.0	98.0	0.0	101.0	97.0	98.0	2.0
- COc1ccccc1CNc1nc2ccccc2n1CCN1CCCCC1
 : 2.0	-3.0	-3.0	102.0	106.0	102.0	1.0	101.0	99.0	102.0	-2.0
- COc1ccc(-c2nc(-c3ccccc3)nc(N3CCN(C)CC3)c2C#N)cc1
 : 0.0	1.0	-1.0	99.0	100.0	100.0	0.0	101.0	99.0	99.0	0.0
- CCCNS(=O)(=O)c1ccc(C(=O)NCC2CCCO2)cc1 (stereo not given)
 : -8.0	-2.0	-8.0	97.0	97.0	98.0	-10.0	96.0	95.0	97.0	-18.0
- CSc1ccc(Cl)c(C(=O)OCC(=O)N2CCOCC2)c1
 : 1.0	8.0	2.0	94.0	96.0	95.0	3.0	95.0	95.0	94.0	13.0
- COc1ccc(C(C)NC(=O)c2ccccc2Br)cc1OC (stereo not given)
 : -2.0	-2.0	-5.0	101.0	94.0	95.0	1.0	94.0	95.0	97.0	-6.0
- Cc1cccc(-c2noc(-c3ccccc3C(=O)NCC3CCCO3)n2)c1 (stereo not given)
 : -7.0	0.0	-12.0	97.0	100.0	98.0	-6.0	97.0	92.0	97.0	-1.0
- CCN(CC)CCCN1C(=O)C(=O)/C(=C(/O)c2cc(C)ccc2C)C1c1cccnc1 (stereo not given)
 : 0.0	1.0	0.0	95.0	101.0	98.0	1.0	99.0	99.0	96.0	1.0
- Cc1csc(SCC(=O)NCc2cccc(Cl)c2)n1
 : -1.0	-4.0	0.0	92.0	98.0	94.0	-1.0	94.0	92.0	95.0	-6.0
- CC(=O)N1C=CN(C(C)=O)C(c2cn(C)c3ccccc23)C1c1cn(C)c2ccccc12 (stereo not given)
 : -4.0	3.0	-11.0	95.0	95.0	96.0	-12.0	95.0	93.0	93.0	-3.0
- COc1ccc(CCNC(=O)COc2ccc([N+](=O)[O-])cc2)cc1
 : -2.0	-2.0	-5.0	94.0	94.0	92.0	-1.0	94.0	90.0	92.0	-3.0
- CCC(C)(C)n1nnnc1CN1CCN(c2nc3ccc(C)cc3cc2C#N)CC1
 : -1.0	-2.0	-2.0	93.0	99.0	99.0	-1.0	95.0	98.0	101.0	0.0
- c1ccc(CN2CCN(Cc3cn4cccnc4n3)CC2)cc1
 : -2.0	-1.0	-5.0	105.0	96.0	96.0	-6.0	100.0	96.0	98.0	-1.0
- O=C(COC(=O)c1ccccc1Cl)NCCC1=CCCCC1
 : -1.0	1.0	-4.0	97.0	102.0	96.0	0.0	99.0	97.0	97.0	-1.0
- O=C(O)C1CC(=O)N(Cc2ccc(F)cc2)C1 (stereo not given)
 : -3.0	1.0	0.0	103.0	104.0	104.0	1.0	106.0	100.0	108.0	-9.0
- CCN(Cc1cc2ccccc2[nH]c1=O)C(=O)C(C)C
 : -8.0	-3.0	-14.0	104.0	100.0	102.0	-9.0	103.0	99.0	99.0	-8.0
- CCOC(=O)c1cc(C(O)(C(F)(F)F)C(F)(F)F)c(/N=C/N(C)C)o1
 : 0.0	0.0	0.0	99.0	101.0	101.0	1.0	101.0	99.0	102.0	0.0
- Cc1[nH]c2ccccc2c1C(=O)CN1CCCCC1CCO (stereo not given)
 : -7.0	-1.0	-16.0	103.0	100.0	100.0	-6.0	101.0	97.0	98.0	-6.0
- COc1c(C)cc(S(=O)(=O)N2CCCC2)c(C)c1C
 : -5.0	0.0	-10.0	103.0	104.0	101.0	-10.0	106.0	98.0	101.0	-1.0
- CC1=NN(C(=O)c2ccc(C)o2)C(O)(c2ccccc2)C1 (stereo not given)
 : -1.0	1.0	0.0	97.0	99.0	98.0	-6.0	101.0	98.0	95.0	-1.0
- O=C(COC(=O)CCS(=O)(=O)c1ccc(Cl)cc1)Nc1ncc(Cl)cc1Cl
 : 0.0	0.0	-4.0	101.0	102.0	101.0	-2.0	101.0	100.0	99.0	-3.0
- Cn1c(=O)c2c(nc(CN3CCN(c4ccccc4F)CC3)n2CCN2CCOCC2)n(C)c1=O
 : -9.0	-4.0	-20.0	99.0	106.0	100.0	-10.0	111.0	98.0	98.0	-5.0
- CCOC(=O)c1ccc(S(=O)(=O)NCCN(CC)CC)cc1
 : -2.0	-1.0	-2.0	95.0	100.0	98.0	-2.0	100.0	98.0	95.0	-2.0
- Cc1c(N=C2SCC(=O)N2c2c(C)n(C)n(-c3ccccc3)c2=O)c(=O)n(-c2ccccc2)n1C
 : -10.0	-1.0	-11.0	96.0	99.0	99.0	-6.0	97.0	96.0	97.0	-2.0
- CCOC(=O)C1CCN(CC(=O)Nc2c(C(=O)OC)[nH]c3cccc(Cl)c23)CC1
 : -6.0	-2.0	-11.0	99.0	100.0	102.0	-4.0	103.0	99.0	102.0	-4.0
- Cc1sc2nc(SCC(=O)c3cccs3)n(Cc3ccco3)c(=O)c2c1C
 : -8.0	0.0	-10.0	96.0	102.0	100.0	-6.0	102.0	100.0	98.0	-14.0
- COc1nc(-c2cnccn2)sc1C
 : -17.0	-1.0	-4.0	95.0	92.0	94.0	-3.0	96.0	94.0	94.0	-6.0
- CCCCC(=O)OCC(=O)Nc1ccc(OC(F)F)cc1
 : -10.0	-2.0	-17.0	96.0	99.0	100.0	-14.0	100.0	99.0	103.0	-5.0
- CC(O)Cn1cnc2c1c(=O)n(C)c(=O)n2C (stereo not given)
 : -4.0	0.0	0.0	96.0	95.0	98.0	-2.0	101.0	100.0	100.0	0.0
- COc1ccc(C(C)(C)C)cc1S(=O)(=O)N1CCN(C)CC1
 : -5.0	-3.0	-5.0	97.0	99.0	99.0	-10.0	100.0	97.0	98.0	-8.0
- CCn1cc(C(=O)N2CCN(c3ccc(C(C)=O)cc3)CC2)c2cc(OC)c(OC)cc2c1=O
 : -4.0	-4.0	-5.0	96.0	97.0	97.0	-3.0	97.0	92.0	94.0	-4.0
- CCC(=O)NC(c1cccc([N+](=O)[O-])c1)c1c(O)ccc2ccccc12 (stereo not given)
 : -4.0	-5.0	-8.0	103.0	95.0	96.0	-8.0	98.0	96.0	98.0	-2.0
- CCCCCc1ccc(CC(=O)Nn2c(C)nc3ccccc3c2=O)cc1
 : -7.0	0.0	-11.0	94.0	95.0	93.0	-9.0	95.0	88.0	88.0	-8.0
- CN=C(Nc1ccc(Cl)cc1)c1cccc(C(F)(F)F)c1
 : 0.0	5.0	-5.0	100.0	97.0	99.0	-2.0	99.0	96.0	97.0	-3.0
- Cc1[nH]c2ccccc2c1/C=N/Nc1ccc([N+](=O)[O-])cc1
 : -4.0	-8.0	12.0	108.0	104.0	106.0	2.0	109.0	105.0	110.0	-4.0
- COc1ccc(/C=C/C(=O)NCC2COc3ccccc3O2)cc1OC (stereo not given)
 : -5.0	0.0	-6.0	99.0	92.0	97.0	0.0	97.0	95.0	95.0	-3.0
- COc1ccc(CN2CCNC(=O)C2CC(=O)NCc2ccc(C)s2)c(OC)c1 (stereo not given)
 : -4.0	-2.0	-5.0	94.0	97.0	96.0	-2.0	99.0	97.0	95.0	-2.0
- CCNc1nc(Oc2ccc(C(=O)OCC)cc2)nc(N2CCOCC2)n1
 : -3.0	-1.0	-6.0	103.0	97.0	98.0	-3.0	98.0	95.0	98.0	-2.0
- COc1ccccc1NC(=O)N1CCC(c2nc3ccccc3o2)CC1
 : -6.0	-2.0	-4.0	98.0	99.0	100.0	2.0	106.0	97.0	98.0	-1.0
- COc1ccc(-n2nnnc2SCC(=O)Nc2cccc(NC(C)=O)c2)cc1OC
 : -6.0	-1.0	-15.0	99.0	102.0	102.0	-9.0	104.0	100.0	101.0	0.0
